# HePTP inh – inhibitors of human HePTP phosphatase. P35236. recombinant HePTP phosphatase activity, OD absorbance. inhibition, % at 20 µM. 0.64% of 110,000 active. AID 521; in the data active means inhibition above about 50%;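 further: plate controls were vehicle for no effect and reference inhibitor for full effect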
# Target sequence (P35236 whole entry, looked up): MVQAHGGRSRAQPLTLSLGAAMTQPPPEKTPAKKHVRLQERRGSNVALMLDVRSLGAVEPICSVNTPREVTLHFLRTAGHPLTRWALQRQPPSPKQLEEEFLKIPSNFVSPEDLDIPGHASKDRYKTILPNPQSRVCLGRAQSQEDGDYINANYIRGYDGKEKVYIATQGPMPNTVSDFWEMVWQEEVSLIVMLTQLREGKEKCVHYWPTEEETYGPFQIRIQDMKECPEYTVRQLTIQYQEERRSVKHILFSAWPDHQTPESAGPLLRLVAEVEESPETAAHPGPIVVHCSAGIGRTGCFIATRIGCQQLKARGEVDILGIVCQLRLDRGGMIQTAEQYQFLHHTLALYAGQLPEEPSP
# BAP1 block – human BAP1 deubiquitinase inhibition. recombinant BAP1, Ub-AMC hydrolysis fluorescence kinetic; stronger effect = lower value. activity remaining (% of control), % at 20 µM. 0.48% of 72,000 active. Q92560. AID 436;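 active means activity remaining at or below 50% of control, provided the compound also passes the data quality filters; inactive means the rest, including low values that fail the filters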;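 further: 100% = DMSO wells rate and 0% = substrate alone blank rate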
# Target sequence (Q92560 whole entry, looked up): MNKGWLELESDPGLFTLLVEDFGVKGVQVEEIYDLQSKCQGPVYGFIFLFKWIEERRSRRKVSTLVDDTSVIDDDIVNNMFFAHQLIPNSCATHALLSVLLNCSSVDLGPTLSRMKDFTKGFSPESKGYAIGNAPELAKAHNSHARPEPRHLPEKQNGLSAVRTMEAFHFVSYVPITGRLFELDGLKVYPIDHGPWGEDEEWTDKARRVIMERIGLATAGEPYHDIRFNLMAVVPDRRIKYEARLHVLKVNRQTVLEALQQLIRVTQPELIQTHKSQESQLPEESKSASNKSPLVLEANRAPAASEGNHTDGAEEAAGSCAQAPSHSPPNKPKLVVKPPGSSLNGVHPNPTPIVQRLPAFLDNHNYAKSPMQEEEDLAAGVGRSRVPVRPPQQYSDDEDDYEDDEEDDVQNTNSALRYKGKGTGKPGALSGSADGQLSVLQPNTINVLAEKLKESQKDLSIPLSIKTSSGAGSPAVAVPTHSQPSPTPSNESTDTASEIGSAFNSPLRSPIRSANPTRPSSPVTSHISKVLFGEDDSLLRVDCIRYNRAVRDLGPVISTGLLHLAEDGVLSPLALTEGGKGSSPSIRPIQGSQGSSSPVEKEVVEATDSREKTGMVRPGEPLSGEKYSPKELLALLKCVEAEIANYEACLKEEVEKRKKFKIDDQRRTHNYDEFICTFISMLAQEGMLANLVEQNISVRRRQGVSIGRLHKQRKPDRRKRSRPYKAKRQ
# The depositor's hits bear a star; / = no result given.
# Screens in order – HePTP inh, BAP1 block
> O=C(c1cc2c(s1)CCCCC2)N1CCN(c2ncccn2)CC1
 : 12, 69
> COc1cc(NC(=O)c2cccc(Cl)c2)c(OC)cc1NC(=O)CN1CCOCC1
 : 4, 105
> O=C(O)c1sc2cccc(Cl)c2c1Cl
 : 2, /
> CCOc1ccc(NC(=O)c2cccc(-n3cnnn3)c2)cc1
 : 8, 108
> COc1cccc(NC2=C(Cl)C(=O)N(c3cccc(C)c3)C2=O)c1
 : -5, /
> Cc1onc(-c2ccccc2Cl)c1C(=O)Nc1nnc(-c2ccc(F)cc2)s1
 : -6, 82
> N#CCCCSC1=C(C#N)C(c2ccccc2Cl)CC(=O)N1 (centres undefined)
 : 3, 123
> COc1ccccc1NC(=O)C(Cc1ccc([N+](=O)[O-])cc1)N1C(=O)c2ccccc2C1=O (centres undefined)
 : /, 83
> CCOc1ccc(C(=S)N2CCCCC2)cc1OC
 : /, 116
> COc1ccc(C2/C(=C(\O)c3ccccc3)C(=O)C(=O)N2c2cccc(Cl)c2)cc1OC (centres undefined)
 : 4, /
> Cc1ccc(N2C(=O)C=CC2=O)c(Br)c1
 : 1, /
> Cc1cc(=O)oc2cc(OCc3ccc(S(=O)(=O)N4CCOCC4)cc3)ccc12
 : 0, 91
> Cc1cccc(C(=O)Nc2cccc(S(N)(=O)=O)c2)c1
 : 3, /
> CN(c1nc(-c2ccccc2)cs1)C1CCS(=O)(=O)C1 (centres undefined)
 : 2, 89
> Clc1ccc(C(Sc2ncn[nH]2)c2ccccc2)cc1 (centres undefined)
 : -11, /
> Oc1c(CN2CCN(c3ccccn3)CC2)cc(Cl)c2cccnc12
 : 9, /
> CC(C)c1ccc(-c2nn[nH]n2)cc1
 : 4, 112
> CN1C2C=C3C(C#N)=C(N)C(C#N)(C#N)[C@@H](c4ccc(Cl)cc4)[C@@H]3C1CC2 (some centres undefined)
 : 1, 147
> Cn1c(=O)oc2cc(S(=O)(=O)N3CCC(C(=O)N4CC=C(c5ccccc5)CC4)CC3)ccc21
 : 3, 72
> O=C(NCc1ccc2c(c1)OCO2)c1cc(S(=O)(=O)N2CCCCC2)ccc1F
 : 7, 82
> COc1ccc(CCNc2oc(COc3ccccc3Cl)nc2C#N)cc1OC
 : 7, 76
> C=CCn1c(SCC(=O)/C(C#N)=C(\C)N)nnc1C1CCCCC1
 : 9, 85
> C=CCn1c(SCCOC)nc2c1c(=O)[nH]c(=O)n2C
 : 2, 105
> O=C(CSc1nc2ccc([N+](=O)[O-])cc2s1)N1CCOCC1
 : -3, /
> CCc1ccc(NC(=O)c2cc(-c3ccco3)on2)cc1
 : 5, 75
> CC(C)Cn1c2c(c(O)c(C(=O)Nc3ccc(F)cc3)c1=O)CCCC2
 : 3, 120
> O=C(Cc1ccc(Cl)cc1)NNS(=O)(=O)c1ccccc1
 : -7, /
> Cc1ccc(CNc2ncnc3c2cnn3-c2ccccc2)cc1
 : 9, 86
> COC(=O)CSc1nnc(CNC(=O)c2ccc(OC)cc2OC)n1C
 : 1, 97
> O=CN1N=C(c2ccc3ccccc3c2)CC1c1ccccc1 (centres undefined)
 : 7, /
> O=C(NCC(=O)N(CC1CCCO1)C(C(=O)NC1CCCC1)c1cccnc1)c1ccco1 (centres undefined)
 : 7, 97
> COc1ccc2oc(=O)c(C(=O)N3CCN(c4ccccc4C)CC3)cc2c1
 : 8, 65
> CCOc1ccccc1NC(=O)CCN1C(=O)c2ccccc2C1=O
 : 5, /
> O=C1NC(=S)N/C1=C/c1ccc(N2CCOCC2)cc1
 : -17, /
> Cc1ccc(C2CC(=O)C=C(NCCc3ccccc3)C2)cc1 (centres undefined)
 : /, 67
> Cc1ccc(/C(N)=N/OC(=O)c2ccc([N+](=O)[O-])cc2)cc1
 : 6, /
> CC1CCN(CCc2nc3cc(NS(=O)(=O)c4ccccc4)ccc3n2C)CC1
 : 7, 99
> CC(=O)/C=C/c1cc[n+](C)cc1
 : -10, /
> Cc1ccc(OCC(=O)NNC(=O)c2ccco2)c(Br)c1
 : 5, /
> Cc1[nH]c2ccccc2c1C1(O)C(=O)N(Cc2ccc3c(c2)OCO3)c2ccccc21 (centres undefined)
 : -8, 99
> COc1cc(C=C2C(=O)N(C)C(=O)N(C)C2=O)ccc1OCCOc1ccc(C)cc1
 : -1, /
> COc1cc(NC(=O)Cn2nc(C(F)(F)F)c(Cl)c2C)c(OC)cc1Cl
 : 18, /
> Cc1ccc(-c2noc(CN3CCC(C(N)=O)CC3)n2)cc1
 : 11, 71
> COCc1[nH]nc2c1C1(C(=O)N(C)c3ccccc31)C(C#N)=C(N)O2 (centres undefined)
 : 6, 88
> Cc1ccc(C(=O)CSc2n[nH]c(-c3ccco3)n2)cc1C
 : 7, 92

# Six compounds picked at random from those above, as already listed:
# Screens in order – HePTP inh, BAP1 block
> COc1ccc2oc(=O)c(C(=O)N3CCN(c4ccccc4C)CC3)cc2c1
 : 8, 65
> Cc1ccc(C(=O)CSc2n[nH]c(-c3ccco3)n2)cc1C
 : 7, 92
> Cc1ccc(/C(N)=N/OC(=O)c2ccc([N+](=O)[O-])cc2)cc1
 : 6, /
> COCc1[nH]nc2c1C1(C(=O)N(C)c3ccccc31)C(C#N)=C(N)O2 (centres undefined)
 : 6, 88
> CCOc1ccccc1NC(=O)CCN1C(=O)c2ccccc2C1=O
 : 5, /
> COc1cc(NC(=O)Cn2nc(C(F)(F)F)c(Cl)c2C)c(OC)cc1Cl
 : 18, /

# Additional results follow.
# Screens in order – HePTP inh, BAP1 block
> COc1ccc(/C=N/n2c(SC)nnc2-c2ccccc2)cc1C
 : -10, 99
> O=C(c1ccc2nc(N3CCOCC3)sc2c1)N1CCCC1
 : 12, 88
> Cc1ccsc1C1NC(=O)c2ccccc2N1 (centres undefined)
 : -14, 161
> O=C(O)C1CCN(C(=O)c2ccccc2C(=O)N2CCC(C(=O)O)CC2)CC1
 : 7, 97
> CC(=O)C1=C(O)C(=O)N(CCN2CCOCC2)C1c1ccc(N(C)C)cc1 (centres undefined)
 : -6, 99
> CC(=O)NC12CC3CC(C1)CC(C(=O)OCC(=O)NC(=O)c1cccn1C)(C3)C2
 : 1, 99
> CCCCSc1nn[nH]n1
 : 8, 102
> COc1ccc(CN2CCN(S(=O)(=O)c3ccc(Cl)cc3)CC2)cc1Br
 : 6, /
> COc1ccc(S(=O)(=O)NCc2ccccn2)cc1Cl
 : -9, 127
> COc1cc2c(cc1NC(=O)c1cc([N+](=O)[O-])ccc1Cl)oc1ccccc12
 : 34, /
> O=C1NC(=S)N(c2ccc(F)cc2)C(=O)C1=Cc1ccc([N+](=O)[O-])s1
 : 42, /
> COc1cccc(C(=O)Nc2ccc(N(C)C)cc2)c1OC
 : -38, 85
> COc1cc(-c2c(C#N)c(N)nc(SC)c2C#N)cc(OC)c1OC
 : -13, /
> O=C(Nc1nc2ccc([N+](=O)[O-])cc2s1)c1cccc(F)c1
 : 1, /
> Cc1ccc(NC(=O)c2oc3c(c2C)C(=O)CC(C)(C)C3)cc1
 : 8, 93
> CC(=O)c1cccc(NC(=O)COc2ccc(Cl)cc2C)c1
 : -3, /
> COC(=O)C1=C(C)NC(=O)/C1=C\c1cccc([N+](=O)[O-])c1
 : -7, /
> CCOC(=O)c1ccc(-c2ccc(/C=C3/C(C)=C(C#N)c4nc(N)c(C#N)c(C)c43)o2)cc1
 : 5, /
> CCOC(=O)c1c(N)c(C#N)c(C)n1-c1ccc(Br)cc1
 : 6, /
> O=C1Nc2ccc(S(=O)(=O)Nc3ccc4oc5c(c4c3)CCCC5)c3cccc1c23
 : /, 56
> COc1cccc(NC(=O)N2CCC(N3CCCCC3)CC2)c1
 : -8, 89
> O=C(c1ccco1)N1CCN(S(=O)(=O)c2ccc(S(=O)(=O)NC3CCCCC3)cc2)CC1
 : 4, 94
> Cc1ccc(C)c(NC(=O)COc2ccc3ccccc3c2)c1
 : 12, /
> Nc1c(NC2CCCCC2)c2ccccc2oc1=O
 : -11, 63
> CCN(CC)c1ccc(C(=O)Nc2ccccc2F)cc1
 : -6, /
> Cc1ccc(C(C)C)c(OCCOc2ccc(/C=C3/SC(=S)N(C)C3=O)cc2)c1
 : 1, /
> CC1CCc2c(sc(NC(=O)c3cccc(F)c3)c2C#N)C1 (centres undefined)
 : -3, /
> CCOC(=O)c1ccc2c(c1)C(=O)N(C1CCCCC1)C2=O
 : -1, 94
> C=CCNC(=O)c1ccc(-c2ccc([N+](=O)[O-])cc2C)o1
 : 8, /
> O=C(CN1C(=O)C2(OCCCO2)c2ccccc21)NCCc1ccccc1
 : -9, 62

# Complete entries, looked up by structure.
# Entry for COC(=O)C1=C(C)NC(=O)/C1=C\c1cccc([N+](=O)[O-])c1 : HePTP inh: -7; BAP1 block: /
# Entry for CC1CCc2c(sc(NC(=O)c3cccc(F)c3)c2C#N)C1 (centres undefined) : HePTP inh: -3; BAP1 block: /

# The list goes on.
# Screens in order – HePTP inh, BAP1 block
> COc1ccc(C2C(C#N)=C(N)Oc3cc(N)ccc32)cc1OC (centres undefined)
 : 8, 93
> O=C(NCCc1ccccc1)c1nn2c(c1Cl)NC(c1ccc(Cl)cc1)CC2C(F)(F)F (centres undefined)
 : 3, /
> CCOCCOC(=O)c1ccc(NC(=O)c2cccs2)cc1
 : 7, 117
> Cc1cc(=O)[nH]c(SCC(=O)c2ccc(C)c(C)c2)n1
 : 9, 97
> COc1ccc(NC(=O)/C(=C\c2ccc(Br)cc2)NC(=O)c2ccccc2F)cc1
 : -14, /
> CCOC(=O)c1c(N)sc(C)c1-c1ccc(OCC)cc1
 : -4, /
> CC(Sc1ncc(C#N)c(N)n1)C(=O)Nc1ccccc1 (centres undefined)
 : 3, 94
> CCCc1cc(C(=O)Nc2ccccc2SC)no1
 : 20, 104
> CCOC(=O)c1nc2sc(C)c(C)c2c(=O)[nH]1
 : -9, /
> CC(C)CCc1c(O)nc(SCCN(C)C)[nH]c1=O
 : 7, /
> CCOc1ccc(C2=[N+]([O-])C(C)(C)N(O)C2(C)C)cc1
 : 10, 65
> COc1ccc(-n2nnc3c(SCC(=O)N4CCCc5ccccc54)ncnc32)cc1
 : 6, 71
> COC(=O)c1ccc(OCc2cc(C(=O)OC)oc2C)cc1
 : 7, /
> CN(C)C(=O)c1sc2ccccc2c1Cl
 : 14, /
> COc1ccc(NC(=O)COc2nsnc2N2CCCCC2)cc1
 : 6, 79
> COc1cccc(C2(O)CCN(C(=O)C3CCC3)CC2)c1
 : 5, 118
> C[C@@H]1C[C@H]2[C@@H]3C[C@H](F)C4=CC(=O)C=C[C@]4(C)[C@@]3(F)[C@@H](O)C[C@]2(C)[C@@]1(O)C(=O)CO
 : 12, 79
> Cc1cccc(OCC(=O)NCCN2CCOCC2)c1
 : 12, 113
> COc1ccc(C2C(C#N)=C(N)Oc3cc(O)ccc32)cc1OC (centres undefined)
 : -3, 105
> Cc1cccc(/C=C2\C(=O)NN(c3ccccc3)C2=O)c1
 : 3, /
> CCC(C(=O)Nc1ccccc1OC)n1c(C(=O)OC)cc2ccsc21 (centres undefined)
 : 11, 88
> CCn1c(SCC(=O)Nc2c(C)n(C)n(-c3ccccc3)c2=O)nnc1-c1cccc(C)c1
 : 5, 104
> Nc1nc(SCC(=O)N2CCc3ccccc32)[nH]c(=O)c1-c1ccccc1
 : 4, 141
> Cc1cccc(Cn2c(=O)n(CCCC(=O)NCc3ccco3)c(=O)c3ccccc32)c1
 : 0, 99
> O=C(NCCN1CCOCC1)c1csc2c1CCCC2
 : 14, 85
> Cn1cccc1C(=O)N1CCN(c2cccc(C(F)(F)F)c2)CC1
 : 7, 106
> CC(=O)O[C@]1(C(C)=O)CC[C@H]2[C@@H]3C[C@H](C)C4=CC(=O)CC[C@]4(C)[C@H]3CC[C@@]21C
 : 10, 85
> CCc1nn(C(C)C(=O)N2CCc3ccccc3C2)c(=O)c2cc3occc3n12 (centres undefined)
 : -12, 110
> Cn1c(=O)c([N+](=O)[O-])c(NCCc2ccccc2)c2ccccc21
 : 0, /
> O=Cc1ccc(OC(=O)c2ccc(I)cc2)cc1
 : 0, /

# Reformatted field by field: entries from further up
Cc1cccc(/C=C2\C(=O)NN(c3ccccc3)C2=O)c1
  HePTP inh: 3 | BAP1 block: /

O=Cc1ccc(OC(=O)c2ccc(I)cc2)cc1
  HePTP inh: 0 | BAP1 block: /

CCc1nn(C(C)C(=O)N2CCc3ccccc3C2)c(=O)c2cc3occc3n12 (centres undefined)
  HePTP inh: -12 | BAP1 block: 110

# New compounds follow.
# Screens in order – HePTP inh, BAP1 block
> Cc1[nH]c(=O)[nH]c(=O)c1S(=O)(=O)N1CCCC(C(=O)NCc2ccco2)C1 (centres undefined)
 : 4, 104
> CCn1ncc(C2=NOC(C(=O)NCc3ccc(OC)cc3)C2)c1C (centres undefined)
 : 2, 105
> COc1ccc(NC(=O)CSc2nnc(-c3ccccc3)n2N)cc1
 : -2, 98
> CCCOc1cccc(C(=O)Nc2ccccc2C(F)(F)F)c1
 : 1, /
> CCCCn1nnnc1NCc1cccc(OC)c1OC
 : 3, 112
> CCN(CC)c1ccc(NC(=O)CN2CCN(c3ccccc3F)CC2)cc1
 : 3, 96
> COC(=O)C1=C(C)N(CCc2ccc(OC)c(OC)c2)C(=O)/C1=C\c1ccc2c(c1)OCO2
 : 4, /
> Cn1cc(C(F)(F)F)nc1-c1ccc(OCC(O)CNCCOc2ccc(O)c(C(N)=O)c2)cc1 (centres undefined)
 : /, 50
> CCOC(=O)CSc1nnc(-c2ccccc2)c(-c2ccccc2)n1
 : -13, /
> c1ccc(C(c2ccccc2)c2nnc(C(c3ccccc3)c3ccccc3)o2)cc1
 : -17, /
> O=C1NC(=Nc2cccc(Cl)c2Cl)S/C1=C\c1ccco1
 : 6, /
> COc1ccc(Cl)cc1N(CC(=O)NCc1ccncc1)S(=O)(=O)c1ccc(C)cc1
 : 5, /
> CC1(C)Cc2c(sc3nc(SCCc4ccccc4)n(CCc4ccccc4)c(=O)c23)CO1
 : -6, /
> CN1C(=O)c2ccc(C(=O)NCc3ccccc3)cc2C1=O
 : -5, 112
> CCC1C(=O)N=C(SCC(=O)Nc2ccc(C(=O)OC)cc2)NC1=O (centres undefined)
 : 2, 107

# Screens from PubChem BioAssay.

# No enrichment for hits; overall some 0.83% were active at least once.
